GalR3 antag = antagonists of human GalR3; O60755; HEK293 GalR3-CNG cAMP membrane potential fluorescence; galR3 body fused to GalR1 C-terminus; inhibition, % at 3 µM; 0.44% of 360,000 active; AID 651719;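 active means inhibition above the screen-wide average plus 3 SD, cut at about 13% in these data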;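 further: forskolin and galanin both at EC90 stimulate the cells; cAMP rise reported by CNG channel membrane potential dye signal; 0% = forskolin plus galanin with DMSO and 100% = forskolin alone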
Target sequence (O60755 1-299 limits assumed): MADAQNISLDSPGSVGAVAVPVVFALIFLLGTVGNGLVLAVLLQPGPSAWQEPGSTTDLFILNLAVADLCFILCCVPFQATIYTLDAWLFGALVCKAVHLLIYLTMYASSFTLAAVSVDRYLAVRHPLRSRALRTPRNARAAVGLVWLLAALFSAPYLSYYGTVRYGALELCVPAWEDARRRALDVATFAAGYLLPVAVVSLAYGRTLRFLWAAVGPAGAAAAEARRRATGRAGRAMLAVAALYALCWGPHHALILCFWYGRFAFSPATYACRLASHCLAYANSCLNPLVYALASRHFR
* marks the source's active call; other numbers are inactive results. The list is partial (hit frequency here may not be typical).

SMILES	GalR3 antag
O=C1c2ccccc2C(=O)N1CCCCCCN1C(=O)c2ccccc2C1=O	-8.3
COC(=O)[C@@]1(Cc2ccccc2)[C@H]2C(=O)N(Cc3ccccc3)C(=O)[C@H]2[C@H]2CN=C(SCc3ccc(Cl)cc3)N21	-7.7
CCN(CC)C(=O)[C@H]1C[C@H](CC(=O)NC/C=C(\C)CCC=C(C)C)C(=O)N2CCc3c([nH]c4ccc(Cl)cc34)[C@]12C	3.0
Cn1c(NCc2ccncc2)nc2cc(-c3ccsc3)sc2c1=O	-5.2
O=C(c1cc(C2CC2)nn1-c1ccccc1)N1CCN(S(=O)(=O)c2ccccc2F)CC1	-4.0
Cc1cccc(C)c1NC(=O)CN(Cc1ccccc1)Cc1ccccc1	-6.5
CC1(C(=O)NCCC#N)CCN1C(=O)C1(c2ccccc2)CC1 (stereo not drawn)	-5.5
O=C(Nc1c(-c2ccccc2)[nH][nH]c1=O)c1cnccn1	-8.7
CSc1nc(=O)[nH]nc1Sc1ccccc1	1.0
O=C(C[C@H]1CC[C@H]2[C@@H](COC[C@H](O)CN2C(=O)c2ccccn2)O1)N1CCN(c2ccccc2)CC1	3.1
C[C@@H]1CN([C@H](C)CO)S(=O)(=O)c2ccc(C#Cc3ccccc3)cc2O[C@H]1CN(C)C(=O)Nc1ccc2c(c1)OCO2	-5.2
CC1C(=O)N(Cc2cn(Cc3ccco3)nn2)CCS(=O)(=O)N1Cc1ccc(-c2ccc(Cl)c(Cl)c2)cc1 (stereo not drawn)	-6.4
CCCCN(C(=O)C1CCCC1)C1CCS(=O)(=O)C1 (stereo not drawn)	-2.4
COc1ccccc1CCn1cnc(-c2ccccc2)c1CC(C)C	-5.8
Cc1[nH]c2ccccc2c1CC(=O)Nc1ccc(N(C)c2cccnc2)c(-c2ccc(F)c(F)c2)c1	-3.5
O=C(NCc1ccccc1)c1cc(C2CCCN(C(=O)c3cccs3)C2)on1 (stereo not drawn)	4.6
CC(C)(C)C(=O)c1c(N)[nH]c(C(=O)c2ccccc2)c1-c1ccc(Cl)cc1Cl	-1.8
COc1ccc(C(O)c2nc(-c3ccc(OC)c(OC)c3)cs2)cc1 (stereo not drawn)	0.2
CCCC(C(=O)NC(C)(C)C)N(Cc1ccccc1)C(=O)c1snc(C(N)=O)c1N (stereo not drawn)	-7.0
CCCNC(=O)C1(C)CCCN(Cc2cccc3ccccc23)C1 (stereo not drawn)	-9.3
CNc1cnc(-c2ccccc2OC)cn1	-1.4
COc1ccc(-c2coc3c(C(=O)NCCN(C)C)cccc23)c(C)c1	-8.2
CC1=C(C(=O)N(C(C)C)C(C)C)CC(CC(=O)NCc2ccco2)C(=O)N1Cc1ccc(F)cc1 (stereo not drawn)	-2.6
COc1ccc(Cn2cc(CN3CCS(=O)(=O)N(Cc4ccc(-c5cccc(Cl)c5)cc4)C(C)C3=O)nn2)cc1 (stereo not drawn)	-1.3
CCCc1nnc(NC(=O)c2oc3ccccc3c2COCC)s1	-2.4

Remaining list, next part.
SMILES	GalR3 antag
CCc1nc2c(OCCn3cccc3)cccn2c1N(C)C(=O)c1ccccc1F	-7.6
CCN(CC)CCN(C)C(c1ccnc2ccccc12)c1nnnn1-c1ccc2c(c1)OCCO2 (stereo not drawn)	-1.3
O=C(NCCCOC(=O)c1ccccc1)c1ccccc1	-3.9
CC1(Oc2ccccc2-c2ccn[nH]2)CCN(Cc2ccc(OC(F)(F)F)cc2)C1 (stereo not drawn)	-7.4
CC(C)NC(=O)C1Cc2c(-c3ccccc3Oc3ccccc3)ccnc2O1 (stereo not drawn)	-3.6
CCOc1ccc(C(=O)CCC(=O)NCC(=O)Nc2ccc(F)c(F)c2F)cc1	-4.6
Cc1cccc(N(C)c2cc(-c3ccc(F)cc3)nc3ccnn23)c1	-3.9
CNc1ncnc2c1ncn2[C@H]1CN(Cc2ccc(F)cc2)C[C@@H](CO)O1	-4.2
O=C(CCC(=O)N1CCN(S(=O)(=O)c2ccccc2Cl)CC1)c1ccccc1	-6.2
CC(C)CC1NC(=O)c2cc3ccccc3cc2-n2c1nc1ccc(F)cc1c2=O (stereo not drawn)	1.3
CSc1ccccc1NC(=O)CN(C)C(=O)C(C)SCc1nc2sc(C)c(C)c2c(=O)[nH]1 (stereo not drawn)	-0.1
CN(Cc1ccccc1)C(=O)c1cccc(NC(=O)Cc2ccc(NC(=O)C3CCN(C(=O)CCc4ccccc4)CC3)cc2)c1	-3.7
O=C(CN1CCN(C(=O)c2ccc(-c3nc4ccccc4s3)o2)CC1)Nc1cccc(F)c1	-3.4
CC1(C)OCC(N)(CO)CO1	-0.4
O=C(NCC1CCCO1)c1cn(Cc2ccccc2Cl)nc1-c1ccccc1 (stereo not drawn)	-4.0
COc1ccc(S(=O)(=O)N2CCOC23CCN(S(=O)(=O)c2cccs2)CC3)cc1	-2.0
O=C(/C=C/c1ccccc1)Nc1cccc(C(=O)NCCc2ccccc2)c1	-4.9
COc1ccc(-c2csc(C(C)(O)c3ccc(OC)cc3)n2)cc1 (stereo not drawn)	0.0
Cc1ccc(C=C2SC(=S)N(CCCC(=O)Nc3cccc(C(=O)O)c3)C2=O)cc1	-3.0
S=C(c1ccccc1)N1CCN(c2ccccc2)CC1	-4.0
CCN(CC)C(=O)C1=C(C)N(Cc2ccc(OC)cc2)C(=O)C(CC(=O)NCCCN(C)C)C1 (stereo not drawn)	-3.0
CCOC(=O)CC1(C)Oc2ccccc2N1S(=O)(=O)c1ccc(C)cc1 (stereo not drawn)	-5.8
O=C(NN=Cc1ccccc1O)NN=Cc1ccccc1O	0.2
Cc1ccccc1C1CC(=O)c2ccccc2C1C (stereo not drawn)	-3.1
COC(=O)c1cc2c(c3c4ccccc4n(S(=O)(=O)c4cccc(C)c4)c13)C(=O)N(Cc1ccccc1)C2	-7.5

(more compounds)
SMILES	GalR3 antag
C[C@H](O)[C@@H]1C(=O)N2CCc3ccc(N4CCN(C)CC4)cc3[C@@H]2C[C@@H]1N(C)C(=O)Nc1cc(Cl)cc(Cl)c1	-5.0
COc1ccc2[nH]c3c(c2c1)CCN1C(=O)C(CC(=O)NCCCn2ccnc2)C[C@H](C(=O)N2CCOCC2)[C@@]31C (stereo partly drawn)	-0.8
C[C@H](CO)N1C[C@H](C)[C@@H](CN(C)Cc2ccc(Oc3ccccc3)cc2)OCc2cnnn2CCCC1=O	0.1
CC(=O)OC1CC2(C)C(C(C)=O)CCC2C2CCC3=CC(=O)CCC3(C)C12 (stereo not drawn)	-7.8
O=C1NC[C@H](CCCCN2C[C@H](Cc3ccc(O)cc3)N(CC3CCCCC3)C(=O)C2=O)N(CC2CCCCC2)C1=O	0.3
C[C@H]1CN([C@@H](C)CO)C(=O)CCCn2nncc2CO[C@@H]1CN(C)C(=O)c1ccncc1	-5.8
CCCCCCCCN1C(=O)[C@H](CC(=O)NCC23CC4CC(CC(C4)C2)C3)C[C@@]2(C(=O)OC)CCCCC=C12	-5.7
CN1C(CCl)Nc2cc(Cl)c(S(N)(=O)=O)cc2S1(=O)=O (stereo not drawn)	-5.0
CC(C)N1C(=O)C(=O)N(CC(=O)N2c3ccccc3CC2C)C1=O (stereo not drawn)	-6.2
CCC1(c2ccccc2)NC(=O)N(CC(=O)NNC(=O)c2ccc(F)cc2)C1=O (stereo not drawn)	2.9
COc1ccc(CNC(=O)C2CCN(S(=O)(=O)c3cccc(C(F)(F)F)c3)CC2)cc1	-5.4
COc1ccc(C(O)c2ncc(-c3ccccc3)[nH]2)c(OC)c1 (stereo not drawn)	-1.6
CC(C)c1ccc(CC(=O)N2CCC2(C)C(=O)NCC(C)(C)C)cc1 (stereo not drawn)	-7.1
CCC(CC)C(=O)Oc1c(C(=O)N(C)C)cccc1-c1ccccc1	-7.1
O=C(N[C@H](C(=O)N1CCC[C@H]1C(=O)NCCc1ccccc1Cl)c1ccccc1)C1CC1	-6.6
CCOC(=O)C1=CCN(S(=O)(=O)c2ccc(F)cc2)C1c1ccc(Cl)c(Cl)c1 (stereo not drawn)	-2.7
COc1ccccc1N(C)S(=O)(=O)c1ccc(C(=O)Nc2nnc(C)s2)cc1	-2.8
COc1ccccc1C1SCCN1S(=O)(=O)c1ccccc1 (stereo not drawn)	-8.6
CC(=O)N1CCc2c(sc(NC(=O)c3ccc(S(=O)(=O)N(C)CC4CCCO4)cc3)c2C(N)=O)C1 (stereo not drawn)	1.5
CN(C1CCCCC1)S(=O)(=O)c1ccc2c(c1)CCC(=O)N2	-0.9
CC(C)C[C@H]1COc2cc(N3CCOCC3)ccc2S(=O)(=O)N1	-7.3
O=C1C=CC2(C=C1)O[C@H](Cc1ccccc1)[C@@H](Cc1ccccc1)O2	-0.2
CCC(CCc1ccccn1)C(=O)c1ccccc1 (stereo not drawn)	-4.3
Cc1ccc(F)c(S(=O)(=O)NC(=O)C2(C)CCN2C(=O)CCc2cccs2)c1 (stereo not drawn)	-6.3
Fc1ccc(N2C(=S)SC(=Nc3ccccc3)C2=Nc2ccccc2)cc1	-4.8

Six compounds already listed, sorted by length of the SMILES, low to high.
SMILES	GalR3 antag
CCC(CC)C(=O)Oc1c(C(=O)N(C)C)cccc1-c1ccccc1	-7.1
CC(C)N1C(=O)C(=O)N(CC(=O)N2c3ccccc3CC2C)C1=O (stereo not drawn)	-6.2
CC(=O)OC1CC2(C)C(C(C)=O)CCC2C2CCC3=CC(=O)CCC3(C)C12 (stereo not drawn)	-7.8
Cc1ccc(F)c(S(=O)(=O)NC(=O)C2(C)CCN2C(=O)CCc2cccs2)c1 (stereo not drawn)	-6.3
CC(=O)N1CCc2c(sc(NC(=O)c3ccc(S(=O)(=O)N(C)CC4CCCO4)cc3)c2C(N)=O)C1 (stereo not drawn)	1.5
CCCCCCCCN1C(=O)[C@H](CC(=O)NCC23CC4CC(CC(C4)C2)C3)C[C@@]2(C(=O)OC)CCCCC=C12	-5.7

(more compounds)
SMILES	GalR3 antag
Cc1ccc(NC(=O)c2ncn(CCCNCC3CCCO3)n2)cc1C (stereo not drawn)	-7.8
O=C(NCCc1ccccc1O)c1cc2c(cc1[N+](=O)[O-])OCO2	-4.3
COC(=O)[C@]12CCCCC=C1N(CCC1=CCCCC1)C(=O)[C@H](CC(=O)NCCC(C)C)C2	-6.4
O=S(=O)(N[C@H](CO)c1ccccc1)c1ccc(Br)cc1F	-2.6
O=C(Nc1ncnc2c1ncn2[C@@H]1O[C@H](/C=C/C(=O)N2CCN(c3ccc(F)cc3)CC2)[C@@H](O)[C@H]1O)c1ccccc1	-4.3
COC(=O)[C@]12C[C@H](CC(=O)NCC3CCCCC3)C(=O)N(Cc3ccccc3)C1=C[C@H](C1CCCC1)O[C@@H]2C	-5.4
Cc1ccc(Cc2c(-c3ccc(Cl)cc3)nc3cc(C)c(Br)c(C)n23)cc1	-7.6
O=S1(=O)CC(N2CCN(c3ccccn3)CC2)CN1Cc1ccccc1 (stereo not drawn)	-2.1
CCc1nc2ccc(C(=O)NCCCN3CCCC3=O)cn2c1N(CC)CCOC	-1.9
O=C(NN=Cc1ccc2c(c1)CCC2)c1cccc([N+](=O)[O-])c1	4.0
CCC(C)c1ccc(S(=O)(=O)N2CCN(C(=O)c3ccc(Cl)c(S(=O)(=O)N4CCOCC4)c3)CC2)cc1 (stereo not drawn)	-6.8
CCCc1nc2c(C)cc(Br)cn2c1Cc1ccccc1	-5.6
COc1ccc2c([N+](=O)[O-])c(N3CCOCC3)[nH]c2c1	-3.4
C[C@H](CO)N1C[C@H](C)[C@@H](CN(C)C(=O)c2ccccc2)Oc2cc(C#C[C@@H](C)O)ccc2S1(=O)=O	-0.2
CCc1nc2ccc(C(=O)Nc3cc(-c4ccccc4)ccc3OC)cn2c1N(C)C(=O)c1cccc(OC)c1	-1.6
COCOCCn1cc(CN2CCS(=O)(=O)N(Cc3ccc(-c4ccccc4)cc3)C(C(C)C)C2=O)nn1 (stereo not drawn)	-6.6
C[C@H]1Cn2cnc(C(=O)N3CCN(C(=O)OC(C)(C)C)CC3)c2C(=O)N1	-0.1
O=P(Cc1ccccc1)(Cc1ccccc1)c1ccccc1	0.4
O=c1c(OCc2ccccc2)cccn1Cc1ccccc1	-6.6
CCCCNC(=O)C(NC(=O)c1cccs1)C(=O)c1ccccc1 (stereo not drawn)	-2.7
O=C(Nc1ccc(NS(=O)(=O)c2ccccc2)c(Cl)c1)c1ccccc1	-7.1
CN(Cc1ccccc1)C(=O)c1ccc(NC(=O)Cc2ccc(NC(=O)C3CCCN(C(=O)C4CC4)C3)cc2)cc1 (stereo not drawn)	-5.5
COc1ccc(-c2csc(NC(=O)c3c(C)noc3C)n2)cc1F	-4.4
Cc1ccccc1C(c1ccccc1Cl)N(C)C (stereo not drawn)	-6.8
CCNC(=O)C1(C)CCN(C(=O)c2cccc(C(F)(F)F)c2)C1 (stereo not drawn)	-6.6

Later entries.
SMILES	GalR3 antag
COc1ccc(C(=O)NCc2ccc(C)cc2)cc1S(=O)(=O)N1CCOCC1	-1.3
CCCNC(=O)C1(C)CCCN(Cc2c(F)cccc2F)C1 (stereo not drawn)	-5.2
OC(c1cccc(Cl)c1)c1ncc(-c2cccc(C(F)(F)F)c2)[nH]1 (stereo not drawn)	-0.7
Brc1ccc(-c2nnc3sc(CN4CCc5ccccc5C4)cn23)cc1	5.9
COc1ccc(C(C(=O)Nc2c(C)cccc2C)N2CCN(c3ccc(C)cc3)CC2)cc1 (stereo not drawn)	-0.6
CCOC(=O)C1Oc2ccccc2C(c2cccc3ccccc23)=C1C(=O)OC (stereo not drawn)	-5.6

6 of the entries above in order of the GalR3 antag value, largest number first:
SMILES	GalR3 antag
Brc1ccc(-c2nnc3sc(CN4CCc5ccccc5C4)cn23)cc1	5.9
COc1ccc(C(C(=O)Nc2c(C)cccc2C)N2CCN(c3ccc(C)cc3)CC2)cc1 (stereo not drawn)	-0.6
OC(c1cccc(Cl)c1)c1ncc(-c2cccc(C(F)(F)F)c2)[nH]1 (stereo not drawn)	-0.7
COc1ccc(C(=O)NCc2ccc(C)cc2)cc1S(=O)(=O)N1CCOCC1	-1.3
CCCNC(=O)C1(C)CCCN(Cc2c(F)cccc2F)C1 (stereo not drawn)	-5.2
CCOC(=O)C1Oc2ccccc2C(c2cccc3ccccc23)=C1C(=O)OC (stereo not drawn)	-5.6

Screens (PubChem BioAssay)
